# JMJD2E inh: qHTS Assay for Inhibitors of Human Jumonji Domain Containing 2E (JMJD2E); Potency, µM (doses to about 57.1 µM), inactives show top-dose activity change, negative = inhibition, hits mostly inhibitors; JMJD2E catalytic domain, FDH-coupled NADH fluorescence (FDH is formaldehyde dehydrogenase); hit rate 1.6% among 230,000; Lysine-specific demethylase 4E (Homo sapiens), B2RXH2; active means well fitted inhibition curve with a large enough effect, not every such curve was filed as active; inconclusive means small, poorly fitted or top-dose-only effect, or another doubt; inactive means no such curve, though single readings can be large or run the other way;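 further: 0% = wells with enzyme and -100% = buffer wells without enzyme; nearly all actives have a fitted effect of over 50% in size; many of its hits are not listed in these tables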
# Target sequence (B2RXH2 1-337 limits assumed): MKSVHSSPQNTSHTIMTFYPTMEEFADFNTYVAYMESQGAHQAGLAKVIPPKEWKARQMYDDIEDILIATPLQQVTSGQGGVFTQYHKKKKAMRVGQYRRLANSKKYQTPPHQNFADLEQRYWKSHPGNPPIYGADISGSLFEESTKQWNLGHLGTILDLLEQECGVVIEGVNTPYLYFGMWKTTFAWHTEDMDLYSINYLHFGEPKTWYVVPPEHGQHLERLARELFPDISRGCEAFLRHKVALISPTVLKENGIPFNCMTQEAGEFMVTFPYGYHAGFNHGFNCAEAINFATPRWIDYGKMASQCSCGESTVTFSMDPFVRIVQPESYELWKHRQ
# GLA spleen mod: qHTS Assay for Inhibitors and Activators of Human alpha-Galactosidase From Spleen Homogenate; Alpha-galactosidase A (Homo sapiens), P06280; human spleen homogenate, 4MU-alpha-Gal fluorescence, 40 min; Potency, µM (doses to about 80 µM), for inactives: top-dose activity change, negative = inhibition, usual class: inhibitors; hit rate 0.008% among 240,000; AID 2107, 2009;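 further: 0% = enzyme with vehicle and -100% = no enzyme basal signal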
# Target sequence (P06280 32-429 limits assumed): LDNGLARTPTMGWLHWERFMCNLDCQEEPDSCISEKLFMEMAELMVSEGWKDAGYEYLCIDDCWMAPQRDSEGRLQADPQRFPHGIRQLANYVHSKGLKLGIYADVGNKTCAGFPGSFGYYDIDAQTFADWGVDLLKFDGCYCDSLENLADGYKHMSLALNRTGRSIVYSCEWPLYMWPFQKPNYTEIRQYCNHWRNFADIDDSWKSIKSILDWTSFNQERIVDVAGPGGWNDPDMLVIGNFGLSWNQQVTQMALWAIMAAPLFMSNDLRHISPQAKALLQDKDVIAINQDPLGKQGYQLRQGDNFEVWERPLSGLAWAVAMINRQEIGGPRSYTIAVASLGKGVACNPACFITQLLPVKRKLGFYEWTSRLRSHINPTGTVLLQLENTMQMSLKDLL
#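 Inhibition or activation of alpha-galactosidase in human spleen homogenate is scored by 4-MU fluorescence after 40 min at 37C, pH 5.0, with 1 mM substrate. AC50s come from concentration-response fitted to the Hill equation.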
# SMN2 splice enh: qHTS Assay for Enhancers of SMN2 Splice Variant Expression | HEK293 SMN2-luciferase splicing reporter, luminescence, 30-36 h | Potency, µM (titrated, usually from 46.1 µM), inactives show at the top dose activity change, positive = activation, usual class: activators | hit rate 2.8% among 210,000 | AID 1458, 2008; further: % of control where 0% means no effect; nearly all actives have a fitted effect of over 55% in size
#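 HEK293 cells carry an SMN2 […]–luciferase reporter in which exon 7 inclusion puts luciferase in frame. Cells were plated 10-12 h before compound addition, then incubated 30-36 h at 37C. ONE-Glo luminescence was read; sodium butyrate at 4.5 mM final served as control.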
# GAA inh: qHTS Assay for Inhibitors of Human alpha-Glucosidase as a Potential Chaperone Treatment of Pompe Disease; purified human GAA, 4-MU-alpha-glucoside fluorescence; Potency, µM (top dose mostly 76.9 µM), inactives show top-dose activity change, negative = inhibition, actives largely listed as inhibitors; hit rate 0.005% among 200,000; AID 1466, 2008;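 further: plate controls were uninhibited enzyme wells for no effect and no-enzyme background for full effect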
#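 Compounds are titrated up to 77 uM against 4 nM human enzyme. Substrate 4-methylumbelliferyl-alpha-D-pyranoside (400 uM) reacts 20 min at room temperature in pH 5.0 buffer; liberated 4-methylumbelliferone is read at 440 nm.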
# GAA spleen mod: qHTS Assay for Inhibitors and Activators of Human alpha-Glucosidase From Spleen Homogenate. Potency, µM (titrated, usually from 79.9 µM), for inactives: at the highest dose activity change, negative = inhibition, most hits filed as inhibitors. human spleen homogenate, 4-MU-alpha-glucoside fluorescence. hit rate 0.006% among 240,000;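 further: 0% = enzyme with vehicle and -100% = no enzyme basal signal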
#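 Enzyme source: human spleen homogenate, 1 ug/well. Buffer 50 mM citric acid/K phosphate pH 5.0, 0.01% Tween-20. 4-MU-alpha-glucoside 1 mM; 37 C x 40 min; NaOH/glycine stop; fluorescence.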
# ALDH1A1 inh: qHTS Assay for Inhibitors of Aldehyde Dehydrogenase 1 (ALDH1A1). Aldehyde dehydrogenase 1A1 (Homo sapiens), P00352. Purified ALDH1A1, NADH fluorescence, propionaldehyde substrate. hit rate 7.3% among 220,000. Potency, µM (highest dose often 75.3 µM), for the others: at the highest dose activity, negative = inhibition, hits mostly inhibitors; active means well fitted inhibition curve with a large enough effect, not every such curve was filed as active; inconclusive means small, poorly fitted or top-dose-only effect, or another doubt; inactive means no such curve, though single readings can be large or run the other way;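 further: plate controls were no enzyme wells and a reference inhibitor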
# GAA glycogen mod: qHTS Assay for Inhibitors and Activators of Human alpha-Glucosidase Cleavage of Glycogen; Potency, µM (titrated, usually from 76.4 µM), for the others: at the highest dose activity change, negative = inhibition, actives largely listed as inhibitors; AID 2100, 2009; recombinant GAA, glycogen substrate, Amplex Red glucose oxidase fluorescence; hit rate 0.38% among 300,000;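 further: 0% = full enzyme reaction and -100% = no-enzyme basal signal; the screen sought inhibitors and activators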
#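 Recombinant enzyme (4 nM final) with compounds titrated up to 77 uM and bovine liver glycogen (30 ug) in citrate pH 5.0, 0.01% Tween-20, 37 C 40 min. Released glucose detected by Amplex Red/glucose oxidase (Ex 573/Em 610); AC50 from Hill fits.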
# GoLoco inh red: qHTS Assay for Inhibitors of RGS12 GoLoco Motif Activity (Red Fluorophore) | Gai1:RGS12 GoLoco peptide FP, rhodamine, 10 min | Potency, µM (series often up to 61.6 µM), for inactives: at the top dose activity, negative = inhibition, actives largely listed as inhibitors | hit rate 0.44% among 230,000; active means well fitted inhibition curve with a large enough effect, not every such curve was filed as active; inactive means no such curve, though single readings can be large or run the other way; further: on the % scale 0 is the no-effect control and ±100 the full control effect; nearly all actives have a fitted effect of over 30% in size; many of its hits are not listed in these tables
# Target sequence (P63096 whole entry, looked up): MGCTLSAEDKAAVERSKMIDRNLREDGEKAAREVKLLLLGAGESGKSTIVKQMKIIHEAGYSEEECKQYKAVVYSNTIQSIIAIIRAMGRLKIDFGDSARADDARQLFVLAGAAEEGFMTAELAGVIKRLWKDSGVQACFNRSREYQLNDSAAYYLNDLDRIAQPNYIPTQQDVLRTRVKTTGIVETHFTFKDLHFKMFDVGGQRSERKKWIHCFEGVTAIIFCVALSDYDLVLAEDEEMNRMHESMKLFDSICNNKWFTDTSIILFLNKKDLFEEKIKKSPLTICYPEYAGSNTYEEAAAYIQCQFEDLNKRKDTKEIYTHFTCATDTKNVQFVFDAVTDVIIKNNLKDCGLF
# Active calls of the source: *; ? = inconclusive; . = no result given; & = joins results of further samples; [ ] = dose if it differs, or a comment. Unless noted, the call rests on the fitted dose curve; in most records, active means well fitted curve in the direction sought with a large enough effect; inconclusive means small, poorly fitted or top-dose-only effect, or another doubt; inactive means no such curve, though single readings can be large; an effect the other way counts as inactive or inconclusive. Potency means the concentration at half of the fitted maximal effect. Some of the compounds tested; the hit share may differ from the screen's.
(1) COc1ccccc1C/C(N)=N/OC(=O)c1cccs1
(2) O=C(/C=C/c1ccccc1)NC(=S)Nc1ncccn1
(3) COC(=O)c1ccc(C(NC(=O)OCc2ccccc2)/C(F)=C/[C@@H](C)C(=O)NCc2cc(C)on2)cc1 (some centres not stated)
(4) Cn1nc(NC(=O)C(C)(C)C)c2c(F)cccc21
(5) Cn1c(-c2sc(=S)n(-c3ccccc3)c2N)nc2ccccc21
(6) Cc1ccc(Cn2ncn(-c3ccccc3)c2=O)cc1
(7) Cc1ccc(NS(=O)(=O)c2cccc(C(=O)NCC(c3cccs3)N(C)C)c2)cc1 (configuration not stated)
(8) COc1cccc(C2CC(=O)C3=C(C2)Nc2ccccc2N(C(=O)CCC(=O)O)C3c2ccc(F)cc2)c1 (configuration not stated)
(9) O=C(NNS(=O)(=O)c1ccccc1)c1ccc(S(=O)(=O)N2CCCCC2)cc1
(10) CCC(=O)N/C(N)=N/c1nc2ccccc2o1

assay / entry	1	2	3	4	5	6	7	8	9	10
JMJD2E inh	4%	0%	1%	-1%	1%	2%	2%	?	4%	4%
GLA spleen mod	-2%	6%	0%	1%	-7%	-4%	9%	8%	-5%	2%
SMN2 splice enh	1%	.	0%	.	-11%	10%	7%	.	2%	.
GAA inh	7%	.	.	-7%[15.4 µM]	3%	12%	-3%	4%[15.4 µM]	?	.
GAA spleen mod	-7%	0%	-16%	5%	-2%	-4%	7%	4%	-6%	-22%
ALDH1A1 inh	1%	.	-5%	8%	?	-3%	13%	.	-5%	.
GAA glycogen mod	11%	-3%	.	4%	-3%	13%	3%	-1%	?	-1%
GoLoco inh red	13%	6%	-2%	-10%	12%	-5%	3%	-4%	8%	5%

# Single records, from the list above. Order of values: JMJD2E inh	GLA spleen mod	SMN2 splice enh	GAA inh	GAA spleen mod	ALDH1A1 inh	GAA glycogen mod	GoLoco inh red
# O=C(/C=C/c1ccccc1)NC(=S)Nc1ncccn1 in the list: 0%	6%	.	.	0%	.	-3%	6%
# COC(=O)c1ccc(C(NC(=O)OCc2ccccc2)/C(F)=C/[C@@H](C)C(=O)NCc2cc(C)on2)cc1 (some centres not stated) in the list: 1%	0%	0%	.	-16%	-5%	.	-2%
# CCC(=O)N/C(N)=N/c1nc2ccccc2o1 in the list: 4%	2%	.	.	-22%	.	-1%	5%
# COc1ccccc1C/C(N)=N/OC(=O)c1cccs1 in the list: 4%	-2%	1%	7%	-7%	1%	11%	13%
# Cc1ccc(NS(=O)(=O)c2cccc(C(=O)NCC(c3cccs3)N(C)C)c2)cc1 (configuration not stated) in the list: 2%	9%	7%	-3%	7%	13%	3%	3%

# (cont.)
(11) Cn1c(CCN2CCCCCC2)nc2cc(NC(=O)Nc3ccccc3)ccc21
(12) Cc1ccc(Nc2ccc(C(=O)NCCc3ccccc3)cn2)cc1
(13) CCc1cccc(NC(=O)Cn2c(-c3ccccc3)cc(C(C)=O)c2C)c1
(14) CC1CCCC(C)N1C(=S)NCc1ccco1 (configuration not stated)
(15) CCOC(=O)c1ccc(N2C(=O)C3CC=CCC3C2=O)cc1 (configuration not stated)
(16) COC(=O)c1sccc1NC(=O)c1cc(-c2cc(C)ccc2C)nc2ccccc12
(17) CC(=O)c1cccc(CN2CCC(CO)(CCCc3ccccc3)CC2)c1
(18) CC(C)(C)n1nc2c(c1NC(=O)c1ccc(Br)cc1)CS(=O)C2 (configuration not stated)
(19) Cc1cc(C)c2c(-n3cccc3)c(NC(=O)OC(C)C)sc2n1
(20) O=[N+]([O-])c1cccnc1NCc1cccs1

assay / entry	11	12	13	14	15	16	17	18	19	20
JMJD2E inh	?	-16%	7%	-4%	6%	-28%	10%	2%	-6%	-6%
GLA spleen mod	?	2%	4%	2%	-3%	3%	-12%	2%	-7%	0%
SMN2 splice enh	?	-7%[1.84 µM]	-18%	.	13%	-33%[inhibitor]	.	1%	-12%	-4%
GAA inh	-5%	-2%	-5%	.	-10%	-12%	-13%	-2%[15.4 µM]	1%	0%
GAA spleen mod	-12%	2%	10%	-1%	-1%	-13%	2%	3%	-1%	1%
ALDH1A1 inh	-9%	-5%	17%	.	-3%	-10%	?	5%	?	11%
GAA glycogen mod	1%	8%	-3%	-2%	1%	-1%	16%	-1%	-6%	0%
GoLoco inh red	13%	9%	1%	-6%	5%	4%	8%	0%	7%	3%

(21) Cc1ccccc1-c1ccc2ncnc(NCc3cccs3)c2c1
(22) Nc1ncnc2c1ncn2[C@@H]1O[C@@H](CO)[C@H](O)[C@H]1O
(23) O=C(COc1ccc(Br)cc1)Nc1ccc(Cc2ccncc2)cc1
(24) CCc1c(C#N)c(SCCC(=O)Nc2ccc(OC)cc2)nc2c1C(=O)CC(C)(C)C2
(25) CCn1ncc(Br)c1C(=O)N(C)C12CC3CC(CC(C3)C1)C2
(26) COC(=O)/C(=C1/Oc2cc(C)oc(=O)c2S1)C(F)(F)F
(27) CCC(C)(C)n1nnnc1C(c1ccc(C)cc1)N1CCN(C(=O)c2ccco2)CC1 (configuration not stated)
(28) O=[N+]([O-])c1cccc(C2=NCCC(c3ccccc3)O2)c1 (configuration not stated)
(29) CCN(Cc1ccccc1)C(=S)Nc1cc(C(=O)OC)ccc1C(=O)OC
(30) CSc1nc(N2CCOCC2)c2c(c1C#N)CCCCC2

assay / entry	21	22	23	24	25	26	27	28	29	30
JMJD2E inh	.	-2%[25.5 µM]	-19%	-6%	6%	-3%	-6%	-20%	?	-16%
GLA spleen mod	1%	4%[29.1 µM]	5%	-14%	3%	11%	3%	0%	13%	-4%
SMN2 splice enh	.	-10%[20.6 µM]	-13%	20%	-20%	-133%[inhibitor]	-7%	-29%	25%	-23%
GAA inh	.	.	1%	-4%	-3%	3%	-2%	1%[15.4 µM]	2%	-7%
GAA spleen mod	6%	1%[29.1 µM]	-1%	-7%	-5%	6%	2%	4%	1%	-2%
ALDH1A1 inh	?	15%[20.9 µM]	-4%	?	-11%	0%	-6%	-3%	?	22µM*
GAA glycogen mod	.	.	3%	-8%	-6%	5%	4%	2%	-2%	-15%
GoLoco inh red	109%[activator]	3%[21.6 µM]	-6%	13%	6%	-4%	4%	-20%	0%	-5%

(31) Cc1noc2ncnc(Sc3ccc(Br)cc3)c12
(32) NC(=O)C[n+]1cccc(/C=N/O)c1
(33) O=C(c1ccco1)N1CCN(CCOc2ccccc2)CC1
(34) COc1ccc(NC(=O)CCCNS(=O)(=O)c2cccs2)cc1
(35) COc1ccc(-c2ccc(SCC(=O)N3c4ccccc4CC3C)nn2)cc1OC (configuration not stated)
(36) FC(F)(F)c1cccc(N2CCN(Cc3ccoc3)CC2)c1
(37) O=C(CSc1nnc(-c2cccnc2)n1-c1ccccc1)Nc1ccc2c(c1)OCO2
(38) CC(C)(C)NC(=O)Cn1nnc(-c2ccc(Cl)cc2)n1
(39) O=C(OCc1ccccc1)C1=NNC2C(=O)N(Cc3ccccc3)C(=O)C12 (configuration not stated)
(40) O=C(CS(=O)(=O)Cc1ccccc1)NCC1CCCO1 (configuration not stated)

assay / entry	31	32	33	34	35	36	37	38	39	40
JMJD2E inh	6%	-19%	-23%	10%	-22%	?	?	4%	-6%	0%
GLA spleen mod	-6%	-6%	-2%	-15%	3%	3%	10%	-1%	0%	4%
SMN2 splice enh	1%	.	.	0%	?	21%	4%	-10%	1%	-8%
GAA inh	-1%	-9%	0%	-10%	?	0%	4%	0%	2%	?
GAA spleen mod	4%	-4%	-4%	4%	-1%	-4%	-13%	3%	-3%	3%
ALDH1A1 inh	?	5%	?	?	-15%	-9%	?	-1%	?	25µM*
GAA glycogen mod	14%	-3%	6%	-1%	-3%	-3%	1%	-9%	-6%	0%
GoLoco inh red	-2%	-5%	5%	-1%	8%	-25%	-1%	-3%	-22%	16%

(41) CNC(=O)NC(=O)C(C)OC(=O)c1c2c(nc3ccccc13)/C(=C/c1cccs1)CC2 (configuration not stated)
(42) CCOC(=O)CCNC(=O)N1CCCC(C(=O)c2ccc3c(c2)OCO3)C1 (configuration not stated)
(43) CC(C)Cn1c(=O)oc2ccccc21
(44) Cc1cc(NC(=O)CSc2nc3c(cc2C#N)CCCC3)no1
(45) O=C(O)CCCCCNS(=O)(=O)c1cccc2nsnc12
(46) Cc1cccn2c(=O)c(/C=C(\C#N)C(=O)NCc3ccco3)c(N3CCOCC3)nc12
(47) O=C(N/N=C/c1c[nH]c2ccccc12)C1CC1(c1ccccc1)c1ccccc1 (configuration not stated)
(48) Cc1ccc(C(c2nnnn2C2CCCCC2)N(C)C2CCCCC2)cc1 (configuration not stated)
(49) COCc1nc2ccccc2n1Cc1cccc(C)c1
(50) CN(Cc1ccccc1)C(=O)c1ccc2c(c1)NC(=O)C(N1CCOCC1)S2 (configuration not stated)

assay / entry	41	42	43	44	45	46	47	48	49	50
JMJD2E inh	?	?	-10%	32%	1%	?	-12%	2%	12%	-1%
GLA spleen mod	-3%	-4%	0%	4%	0%	4%	-3%	-16%	1%	-4%
SMN2 splice enh	?	.	.	4µM*	.	.	.	-50%[inhibitor]	4%&-7%	-24%
GAA inh	-7%	.	1%	5%	-6%	0%[15.4 µM]	-7%	?	-4%	8%
GAA spleen mod	-4%	-4%	-3%	12%	-5%	1%	-6%	1%	6%	-6%
ALDH1A1 inh	?	-9%	-7%	?	4%	-8%	-8%	-3%	-11%	7%
GAA glycogen mod	7%	1%	14%	10%	3%	0%	-2%	4%	5%[76.3 µM]	4%
GoLoco inh red	9%	2%	11%	4%	2%	4%	.	-4%	10%	-1%

# Screens (PubChem)
